Source: PubChem BioAssay (National Center for Advancing Translational Sciences (NCATS))
PTHR1 agonist: agonists of human PTHR1 parathyroid hormone receptor | Potency, µM (doses to about 115 µM), for the others: at the highest dose activation, actives largely listed as activators | HEK293 GP2 PTHR1 cells, GloSensor cAMP luminescence, 1 h | actives 0.075% (n = 410,000) | Q03431; also: potency is read from the fitted curve at half-maximal effect; nearly all actives have a fitted effect of over 55% in size; some results filed as inactive show a strong effect at the top dose; inactives centre near -15; many of its hits are not listed in these tables
Target sequence (Q03431 whole entry, looked up): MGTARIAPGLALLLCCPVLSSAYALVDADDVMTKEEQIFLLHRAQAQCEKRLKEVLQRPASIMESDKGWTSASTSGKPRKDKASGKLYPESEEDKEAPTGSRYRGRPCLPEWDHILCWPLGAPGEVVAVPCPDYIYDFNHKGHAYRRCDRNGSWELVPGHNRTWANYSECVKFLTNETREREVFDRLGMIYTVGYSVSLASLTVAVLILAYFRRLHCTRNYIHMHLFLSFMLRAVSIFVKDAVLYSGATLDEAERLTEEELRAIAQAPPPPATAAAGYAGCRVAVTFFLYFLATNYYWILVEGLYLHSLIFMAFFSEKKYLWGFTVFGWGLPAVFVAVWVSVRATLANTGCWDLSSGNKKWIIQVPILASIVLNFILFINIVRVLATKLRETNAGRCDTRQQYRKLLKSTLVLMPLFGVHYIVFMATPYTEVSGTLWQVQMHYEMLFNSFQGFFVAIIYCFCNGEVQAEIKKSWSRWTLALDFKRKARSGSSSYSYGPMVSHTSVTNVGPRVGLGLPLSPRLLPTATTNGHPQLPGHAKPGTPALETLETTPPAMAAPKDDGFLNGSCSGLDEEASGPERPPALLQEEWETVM
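HEK-293-derived GP2 cells expressing PTHR1 and a GloSensor cAMP reporter, 3,000/well, plated overnight, given luciferin plus IBMX (each 0.5 mM as added) for 1 h at 37 °C, then compound for 1 h at 37 °C. Luminescence was read after 15 min at room temperature.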
Abeta rescue: A-beta toxicity reversal in yeast. yeast expressing A-beta42, growth rescue, OD600, 48 h; response scale: 0% DMSO, 100% iron-clioquinol control. actives 0.063% (n = 410,000). Potency, µM (top dose mostly 46.1 µM), for the others: at the top dose growth rescue, hits mostly activators; also: potency is read from the fitted curve at half-maximal effect; nearly all actives have a fitted effect of over 55% in size
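Yeast growth medium received pinned compounds, then yeast cells expressing toxic A-beta were added; plates incubated at 30 C for 48 hr. Growth read as absorbance at 600 nm, normalized to DMSO and equimolar FeCl3 plus clioquinol controls.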
GLP1R inv ag: inverse agonists of human GLP-1 receptor; P43220; HEK293 GLP-1R CRE-luciferase, luminescence, 24 h; GLP-1R form is constitutively active; Potency, µM (series often up to 38.3 µM), without a hit: top-dose activity change, negative = inhibition, hits mostly inhibitors; actives 1.6% (n = 410,000); AID 624417; also: potency is read from the fitted curve at half-maximal effect; % is scaled to controls: 0 for no effect and ±100 for the full control effect; nearly all actives have a fitted effect of over 55% in size
Target sequence (P43220 whole entry, looked up): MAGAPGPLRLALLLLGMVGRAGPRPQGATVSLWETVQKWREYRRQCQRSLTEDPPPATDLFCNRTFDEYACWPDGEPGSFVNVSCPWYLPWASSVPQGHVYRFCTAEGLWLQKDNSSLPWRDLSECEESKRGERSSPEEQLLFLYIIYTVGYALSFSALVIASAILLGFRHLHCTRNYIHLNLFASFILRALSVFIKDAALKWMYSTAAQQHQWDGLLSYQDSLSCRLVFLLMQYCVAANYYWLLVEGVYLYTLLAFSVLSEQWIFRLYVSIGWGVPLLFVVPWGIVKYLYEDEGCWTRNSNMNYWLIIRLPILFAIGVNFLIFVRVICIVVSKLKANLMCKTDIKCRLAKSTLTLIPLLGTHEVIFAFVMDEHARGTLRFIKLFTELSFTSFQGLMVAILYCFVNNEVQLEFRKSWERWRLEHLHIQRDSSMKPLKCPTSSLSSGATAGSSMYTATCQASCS
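qHTS in 1536-well format: reporter HEK293 cells expressing constitutive GLP-1R activity in DMEM + 10% Nu serum, 24 hr with compounds at 37 deg C, luminescence read after 12 min with detection reagent.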
FUS yeast rescue: rescues growth of FUS-expressing yeast | S. cerevisiae FUS-expressing, growth rescue, OD600, 24 h | Potency, µM (highest dose often 76.6 µM), inactives show at the top dose growth rescue (activation), actives largely listed as activators | actives 0.24% (n = 390,000);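 also: potency is read from the fitted curve at half-maximal effect; plate controls were DMSO vehicle for no effect and reference control for full effect; nearly all actives have a fitted effect of over 55% in size; some results filed as inactive show a strong effect at the top dose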
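S. cerevisiae expressing FUS from galactose induction served as the toxicity model. Growth after 24hr at 30C, read as absorbance at 600 nm, indicates suppression of toxicity; compounds dosed at several concentrations.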
TDP43 rescue: TDP-43 toxicity inhibition in yeast. TDP-43 expressing yeast growth rescue, BacTiter-Glo, 24 h. actives 1.8% (n = 410,000). AID 652104. Potency, µM (series often up to 46.1 µM), inactives show top-dose growth rescue (activation), usual class: activators; also: potency is read from the fitted curve at half-maximal effect; % of control where 0% means no effect; nearly all actives have a fitted effect of over 50% in size
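Yeast cells expressing TDP-43 under galactose induction are exposed to compounds for 24 hr at 30 deg C. BacTiter-Glo luminescence measures growth, so protective compounds score as activators.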
Mm-Cpn inhibitor: blocks the Methanococcus maripaludis chaperonin Mm-Cpn; actives 0.031% (n = 330,000); purified Mm-Cpn ATPase, ADP Transcreener TR-FRET; Potency, µM (doses to about 76.9 µM), for the others: at the top dose activity, negative = inhibition, usual class: inhibitors; also: potency is read from the fitted curve at half-maximal effect; % is scaled to controls: 0 for no effect and ±100 for the full control effect; nearly all actives have a fitted effect of over 80% in size
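TR-FRET (320 nm excitation; 590 and 665 nm emission) reports ADP made from 10 uM ATP by 25 nM enzyme; compounds were preincubated 10 min, reaction run 30 min, both at 37°C.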
GLP1R cytotox: cytotoxicity in counter-screen for GLP-1R inverse agonists | HEK293 cAMP-luciferase reporter cells, luminescence, 24 h | Potency, µM (titrated, usually from 38.3 µM), for inactives: top-dose activity change, negative = inhibition, usual class: inhibitors | actives 0.13% (n = 410,000);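 also: loss of luciferase light is scored as toxicity; potency is read from the fitted curve at half-maximal effect; % is scaled to controls: 0 for no effect and ±100 for the full control effect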
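Here, cytotoxicity is scored as loss of luminescence. The MLSMR collection was tested on cells seeded in medium containing 10% Nu serum, with a 24 hr compound exposure preceded by 12 hours of culture.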
pAkt inh: Akt phosphorylation inhibition. Neuro2A IGF-stimulated pAkt S473 HTRF, 20 min; stronger effect = lower value. activity change, % for hits at 50 µM. actives 0.32% (n = 360,000); in the data active = activity change below about -80%; inconclusive = mostly about -51% to -80%; also: % is scaled to controls: 0 for no effect and ±100 for the full control effect
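Single-point screen (50 µM final compound) in Neuro2A cells stimulated 20 min with 6 nM IGF at 37 deg C. After lysis, Ser473-phosphorylated Akt read by HTRF (ex 330 nm, em 615/665 nm) as the 665/615 ratio.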
aSyn yeast inh: alpha-synuclein toxicity inhibition in yeast; Potency, µM (series often up to 46.1 µM), without a hit: at the top dose growth rescue (activation), most hits filed as activators; actives 0.14% (n = 370,000); Yeast expressing alpha-synuclein, growth rescue, BacTiter-Glo, 24 h; also: potency is read from the fitted curve at half-maximal effect; % of control where 0% means no effect; nearly all actives have a fitted effect of over 65% in size
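Readout is rescue of growth in alpha-synuclein-expressing yeast, so inhibitors of toxicity appear as activators. Growth after 24 hr at 30 deg C in galactose medium is quantified by luminescence.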
* hit, by the source's call; i = inactive; u = inconclusive; x = no result given; & = joins results of further samples; [ ] = another dose, or the depositor's remark. Unless noted, calls follow the shape of the dose curve; as a rule, active = well fitted curve in the direction sought with a large enough effect; inconclusive = small, poorly fitted or top-dose-only effect, or another doubt; inactive = no such curve, though single readings can be large; an effect the other way counts as inactive or inconclusive.

Compound	PTHR1 agonist	Abeta rescue	GLP1R inv ag	FUS yeast rescue	TDP43 rescue	Mm-Cpn inhibitor	GLP1R cytotox	pAkt inh	aSyn yeast inh
CCOC(=O)C1CCCN(Cc2ccccc2Cl)C1 (stereo not given)	i	5%	0%	-9%	-2%	-1%	3%	i	7%
COc1cc(CC(=O)Nc2c(-c3ccccc3)[nH][nH]c2=O)cc(OC)c1	-11%	-17%	8%	-5%	-5%	x	7%	i	-4%
COC(CSc1nc(N)c2c3c(sc2n1)CN(C)CC3)OC	2%	-18%	31%[activator]	-18%	18%	-1%	7%	i	7%
CCCS(=O)(=O)NC(=O)C1(C)CCCN(C(=O)CCc2cccs2)C1 (stereo not given)	-8%	-7%	6%	-15%	28%	x	5%	i	-4%
CN1CCN(c2nc(-c3ccccc3)ncc2S(=O)(=O)c2ccccc2)CC1	i	-5%	u	-11%	-6%	-1%	9%	i	-2%
COc1ccc(C2C(C(N)=O)=C(C)Nc3nc(-c4ccccc4Cl)nn32)cc1 (stereo not given)	-17%	-9%	1%	-10%	21%[9.22 µM]	x	1%	x	x
CCCNC(=O)c1cnc(-c2ccccc2)nc1-c1ccccc1	i	4%	9%	-6%	-7%	-3%	-21%	i	10%
CCOC(=O)c1cccc(NC(=O)CCc2c(C)nc3c4cccnc4nn3c2C)c1	-8%	-19%	5%	-28%	-5%	x	2%	x	x
COc1ccc(OC)c(C(=O)Cn2nnc(-c3ccc(N4CCOCC4)cc3)n2)c1	-27%	-2%	18%	-6%	12%	-16%	-1%	i	-4%
CCCCC(NC(=O)c1ccccc1)C(=O)OCC(=O)N1c2ccccc2Sc2ccccc21 (stereo not given)	-23%	-10%	u	u	-1%	-3%	-1%	i	-1%
CCCS(=O)(=O)NC(=O)C1(C)CCCN(C(=O)c2cccs2)C1 (stereo not given)	-23%	-3%	-1%	-19%	u	x	4%	i	2%
COc1ccc(CCN2CC(C(=O)OCC(=O)NC(Cc3ccccc3)C(C)=O)CC2=O)cc1OC (stereo not given)	i	-7%	2%	-8%	7%	x	-12%	i	-4%
Cc1ccc(NC(=O)Cn2c(=O)n(Cc3ccc4c(c3)OCO4)c(=O)c3oc4ccccc4c32)cc1C	28%	5%	-8%	-11%	-3%	x	5%	x	x
O=S(=O)(Nc1cccc(-c2ccc(N3CCCCC3)nn2)c1)c1ccc(Cl)s1	-18%	-1%	u	u	9%	x	-1%	x	x
O=C(Nc1ccc(Br)cc1)c1cccc(-n2cnnn2)c1	-9%	13%	-28%	14%	-4%	-7%	-13%	i	9%
Cc1ccc(CC(=O)Nc2ccc(S(=O)(=O)N3CCOCC3)cc2)cc1C	-6%	-12%	u	33%	20%	-23%	7%	i	-1%
O=C(c1ccco1)N1CCN(C2=NS(=O)(=O)c3ccccc32)CC1	-10%[57.5 µM]	10%	16%	-3%	-4%	2%	-7%	i	4%
Cc1nc2ccccc2n1CC(O)COc1ccccc1Cl (stereo not given)	-94%[inhibitor]	1%	u	-19%	-14%	-5%	3%	i	7%
O=C(CCN1CCN(CCO)CC1)Nc1ccccc1	i	-7%	2%	-30%	4%	1%	0%	i	1%
CNc1ccc2ncc(-c3ccc(OC)c(OC)c3)n2n1	i	-26%	-7%	-15%	3%	x	8%	i	18%
CC(C)(C)c1cc(C(=O)O)nn1-c1ccccc1	5%	26%	3%	13%	-12%	2%	-10%	i	7%
CCCn1c(SCC(=O)NC)nnc1C(C)C	i	6%	3%	16%	0%	-3%	15%	i	-1%
COc1ccc2c(C(=O)c3ccc(C)cc3)n(CCCC(N)=O)[n+]([O-])c2c1	i	4%	-6%	-2%	13%	0%	1%	i	2%
Cc1c(C(=O)Nc2cccc(S(=O)(=O)N3CCOCC3)c2)oc2ccccc12	-12%	12%	u	1%	20%	-3%	-2%	i	-7%
CCc1ccc(N2C(=O)Nc3ccccc3C2(O)C(=O)N2CCN(c3ccccn3)CC2)cc1 (stereo not given)	-9%	-19%	-33%	11%	1%	u	7%	i	-3%
CCCC12CN3CC(C)(CN(C1)C3c1ccc(OC)cc1)C2=O (stereo not given)	23%[57.5 µM]	1%	u	-13%	-5%	-1%	-8%	i	6%
CCCCOC(=O)c1ccc(NC(=O)c2csnn2)cc1	-72%[inhibitor]	-14%	7%	-8%	14%	x	0%	x	x
CCOC(=O)C1=C(COC(=O)CNS(=O)(=O)c2ccc(C)c(C)c2)NC(=O)NC1C (stereo not given)	-17%	8%	15%	18%	13%	x	4%	i	1%
COC(=O)c1ccc(NC(=O)CNC(=O)C2CCCCC2)cc1	-17%	0%	-2%	-5%	-22%	2%	15%	i	-4%
COc1cccc(NC(=O)CN2CCN(c3ccccc3F)CC2)c1	0%	-2%	u	6%	3%	2%	-16%	-110%*	-3%

Two of the compounds above, with each value named:
COc1ccc(CCN2CC(C(=O)OCC(=O)NC(Cc3ccccc3)C(C)=O)CC2=O)cc1OC (stereo not given)
- PTHR1 agonist = i
- Abeta rescue = -7%
- GLP1R inv ag = 2%
- FUS yeast rescue = -8%
- TDP43 rescue = 7%
- Mm-Cpn inhibitor = x
- GLP1R cytotox = -12%
- pAkt inh = i
- aSyn yeast inh = -4%

Cc1ccc(NC(=O)Cn2c(=O)n(Cc3ccc4c(c3)OCO4)c(=O)c3oc4ccccc4c32)cc1C
- PTHR1 agonist = 28%
- Abeta rescue = 5%
- GLP1R inv ag = -8%
- FUS yeast rescue = -11%
- TDP43 rescue = -3%
- Mm-Cpn inhibitor = x
- GLP1R cytotox = 5%
- pAkt inh = x
- aSyn yeast inh = x

More records:
Compound	PTHR1 agonist	Abeta rescue	GLP1R inv ag	FUS yeast rescue	TDP43 rescue	Mm-Cpn inhibitor	GLP1R cytotox	pAkt inh	aSyn yeast inh
CCOC(=O)C1CCCN(C(=O)c2cccc(C(F)(F)F)c2)CC1 (stereo not given)	-2%	-9%	9%	-7%	u	x	-3%	i	-1%
COc1ccccc1OCC(=O)NN1Cc2ccccc2C1=N	i	-5%	0%	16%	-11%	2%	-4%	i	-1%
CCOc1ccccc1NC(=O)c1cccc2c1C(=O)N(CCOC)C2	-10%	19%	15%	-3%	21%	-7%	6%	i	-1%
CCCc1nn2c(=O)cc(COC(=O)c3cccc(NC(=O)c4ccc(OCC)cc4)c3)nc2s1	-13%	-4%	-24%	8%	1%	x	1%	x	x
Cc1ccc(S(=O)(=O)NNC(=S)NCC2CCCO2)cc1 (stereo not given)	i	6%	-8%	4%	-10%	1%	-9%	i	1%
CN(Cc1ccccc1)Cc1c(F)cccc1F	-8%[57.5 µM]	1%	0%	10%	-22%	-2%	-3%	x	1%
COc1ccc2[nH]c(=O)c(C(c3nnnn3C3CCCC3)N(C)C3CCCCC3)cc2c1 (stereo not given)	-17%[57.5 µM]	0%	0%	20%	-10%	-1%	11%	i	3%
CC(CCCc1ccccc1)NC(=O)c1nn(-c2ccc(Cl)cc2)nc1CO (stereo not given)	-11%	-10%	u	31%	10%	x	0%	x	x
CCCCCn1c(CN2CCN(c3ccc(OC)cc3)CC2)nc2c1c(=O)[nH]c(=O)n2C	-10%	-14%	4%	-8%	6%	x	0%	x	x
Cc1ccc(N2CC(C(=O)Nc3ccccc3C(=O)NC3CCCCC3)CC2=O)cc1 (stereo not given)	4%[57.5 µM]	8%	3%	11%	20%	0%	4%	i	4%
COc1ccc2c(c1)CCc1c(C(=O)Nc3c(C)nn(Cc4c(Cl)cccc4Cl)c3C)noc1-2	-42%	-1%	-27%	-5%	-3%	x	0%	x	x
CC(C)c1ccc(Nc2c(-c3ccc(N4CCOCC4)cc3)nc3ncccn23)cc1	u	-13%	-7%	-16%	1%	x	17%	x	x
COc1ccc(CC(=O)Nc2cc(C)on2)cc1	i	4%	1%	18%	u	1%	7%	i	-8%
CC1CCCC(NC(=O)CSc2nncs2)C1C (stereo not given)	i	4%	-8%	-7%	17%	-2%	4%	i	1%
CCC(C)c1ccccc1NC(=S)Nc1cccnc1 (stereo not given)	i	34%	-27%	-1%	0%	0%	-9%	i	-11%
C[C@H](CO)N1C[C@H](C)[C@@H](CN(C)S(=O)(=O)c2cccc(F)c2)OCc2cnnn2CCCC1=O	-19%	-7%	-12%	-2%	9%	x	-6%	i	4%
COc1ccc(CC(C)NS(=O)(=O)c2ccc3c(c2)CCN3S(C)(=O)=O)cc1OC (stereo not given)	-68%&-67%[inhibitor]	-4%&-23%	78%&19%[activator]	-7%&4%	-19%&-9%	3%	1%&1%	i	-3%&0%
CCN(CC)S(=O)(=O)c1ccc(C(=O)N2CCN(C3=NS(=O)(=O)c4ccccc43)CC2)cc1	-10%	17%	-12%	14%	16%	-1%	-5%	i	3%
Cc1ccc(NC(=O)Cn2nc(-c3ccc(F)cc3)c3cnc4ccc(C)cc4c32)cc1	i	-7%	14%	-6%	18%	x	13%	x	x
COc1cccc(NC(=O)NCCc2ccc(Cl)cc2)c1	i	-2%	10µM*	-5%	10%	-26%	1%	i	2%
Cc1cc(C[n+]2ccsc2N)c2ncccc2c1	i	9%	-23%	-20%	10%	40µM*	-26%	i	-1%
CCOc1ccc(CCNC(=O)COC(=O)c2cccc(S(=O)(=O)N(C)C)c2)cc1OCC	5%	-8%	27%	11%	-14%	x	-3%	i	-4%
CCc1c(C)nc(SCC(=O)N2CCN(c3ccccc3OC)CC2)[nH]c1=O	-7%	13%&4%	38%&7%[activator]	9%&16%	-23%&18%	3%	-8%&5%	i	-1%

Some of the compounds tested, so the mix of outcomes need not match the whole.
